Screening results: PubChem, The Scripps Research Institute Molecular Screening Center
PAFAH1B2 FP inh – PAFAH1B2 (human) inhibition; actives 1.2% (n = 340,000); inhibition, % at 3.39 µM; P68402; AID 492953; recombinant PAFAH1B2, FP-rhodamine activity probe, fluorescence polarization;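 active = inhibition above the mean of all tested compounds plus 3 SD, cut at about 24% in these data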;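 also: 0% = enzyme with DMSO and 100% = wells lacking PAFAH1B2; many of its hits are not listed in these tables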
LYPLA2 counter – counter-screen for PME1 inhibitors: inhibitors of human LYPLA2; recombinant LYPLA2, FP-Rh probe fluorescence polarization; inhibition, % at 5.9 µM; actives 0.38% (n = 320,000); AID 2177;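 active = inhibition above the screen-wide mean plus 3 SD, limit set per campaign, cut at about 26% in these data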;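 also: 0% = LYPLA2 with DMSO and 100% = wells lacking LYPLA2 enzyme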
Target sequence (O95372 whole entry, looked up): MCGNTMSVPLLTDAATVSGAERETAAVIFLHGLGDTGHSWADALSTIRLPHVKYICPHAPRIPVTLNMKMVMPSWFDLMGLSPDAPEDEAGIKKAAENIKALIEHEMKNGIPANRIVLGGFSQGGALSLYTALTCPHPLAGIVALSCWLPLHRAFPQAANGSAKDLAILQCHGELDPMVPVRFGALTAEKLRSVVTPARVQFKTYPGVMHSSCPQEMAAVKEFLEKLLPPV
PAFAH2 inh – inhibitors of human PAFAH2; Q99487; recombinant PAFAH2, FP-rhodamine activity probe, fluorescence polarization; inhibition, % at 3.39 µM; actives 0.99% (n = 340,000); AID 492956;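 active = inhibition above the mean over all tested compounds plus 3 SD, cut at about 30% in these data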;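 also: inhibitors block probe labeling of enzyme so polarization drops; 0% = enzyme with DMSO and 100% = wells lacking PAFAH2 protein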
EBNA-1 inhibitor – blocks EBNA-1 binding to DNA; EBNA-1 DNA binding, fluorescence polarization; inhibition, % at 14.8 µM; actives 0.34% (n = 300,000); in the data active = inhibition above about 28%
LYPLA1 counter – blocks human lysophospholipase 1, a PME1 counter-screen; recombinant LYPLA1, FP-Rh probe fluorescence polarization; inhibition, % at 5.9 µM; actives 0.16% (n = 320,000); AID 2174;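 active = inhibition above the mean of all tested compounds plus 3 SD, set per campaign, cut at about 14% in these data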;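 also: inhibitors block serine hydrolase probe labeling of LYPLA1 so polarization falls; 0% = enzyme with DMSO and 100% = wells lacking LYPLA1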
Target sequence (O75608 whole entry, looked up): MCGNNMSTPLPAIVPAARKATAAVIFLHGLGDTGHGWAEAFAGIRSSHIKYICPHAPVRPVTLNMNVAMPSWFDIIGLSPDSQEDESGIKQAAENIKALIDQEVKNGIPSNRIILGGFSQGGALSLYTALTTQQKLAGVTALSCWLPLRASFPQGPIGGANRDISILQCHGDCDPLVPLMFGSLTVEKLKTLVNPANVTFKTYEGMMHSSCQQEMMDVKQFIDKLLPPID
pPAFAH FP inh – pPAFAH (human) enzyme inhibition; recombinant pPAFAH, FP-rhodamine probe fluorescence polarization; inhibition, % at 3.39 µM; actives 1.5% (n = 330,000);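 active = inhibition above the mean inhibition across the screen plus 3 SD, cut at about 25% in these data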;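 also: inhibitors block binding of the rhodamine activity-based probe so polarization drops; 0% = enzyme with DMSO and 100% = wells lacking pPAFAH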
ZTA counter – counter-screen for EBNA-1 inhibitors: inhibitors of Epstein-Barr virus ZTA | ZTA-DNA binding, fluorescence polarization | actives 0.15% (n = 320,000) | P03206 | inhibition, % at 11 µM; in the data active = inhibition above about 33%
Target sequence (P03206 whole entry, looked up): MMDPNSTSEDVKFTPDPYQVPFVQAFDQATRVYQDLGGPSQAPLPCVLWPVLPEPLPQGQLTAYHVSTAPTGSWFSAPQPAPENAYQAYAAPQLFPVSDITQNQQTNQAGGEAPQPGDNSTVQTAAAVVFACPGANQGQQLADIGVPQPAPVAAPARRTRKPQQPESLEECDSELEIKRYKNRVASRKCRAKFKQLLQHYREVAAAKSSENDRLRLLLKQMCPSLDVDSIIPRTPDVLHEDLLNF
PAFAH1B3 inh – blocks human PAF acetylhydrolase 1B catalytic subunit 3; Q15102; AID 492972; recombinant PAFAH1B3, FP-rhodamine probe, fluorescence polarization; actives 0.28% (n = 340,000); inhibition, % at 3.39 µM;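 active = inhibition above the screen-wide average of all tested compounds plus 3 SD, cut at about 25% in these data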;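 also: 0% = enzyme with DMSO only and 100% = wells lacking PAFAH1B3 protein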
Target sequence (Q15102 whole entry, looked up): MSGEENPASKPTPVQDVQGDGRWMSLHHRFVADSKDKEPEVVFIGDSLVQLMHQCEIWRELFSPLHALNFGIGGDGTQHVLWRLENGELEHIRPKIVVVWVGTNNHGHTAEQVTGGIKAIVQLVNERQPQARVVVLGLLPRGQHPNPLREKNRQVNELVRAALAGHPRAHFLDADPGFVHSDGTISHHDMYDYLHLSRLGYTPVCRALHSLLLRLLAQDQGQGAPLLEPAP
PREPL inhibitor – inhibits the human prolyl oligopeptidase-like enzyme | inhibition, % at 5.96 µM | actives 0.68% (n = 320,000) | Q4J6C6 | AID 2751 | recombinant PREPL, fluorescence polarization activity-based probe; in the data active = inhibition above about 43%;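 also: 0% = enzyme with DMSO and 100% = wells lacking enzyme; many of its hits are not listed in these tables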
The depositor's hits bear a star; . = not tested or not shown; & = joins results of further samples. Only part of the results is shown. The share of hits here may be higher or lower than overall.

SMILES	PAFAH1B2 FP inh	LYPLA2 counter	PAFAH2 inh	EBNA-1 inhibitor	LYPLA1 counter	pPAFAH FP inh	ZTA counter	PAFAH1B3 inh	PREPL inhibitor
CCOc1ccc(C2SCC(=O)N2c2c(C)n(C)n(-c3ccccc3)c2=O)cc1 (configuration not stated)	-3	1	-5	-12	-3	0	-10	3	4
Cc1cc(S(=O)(=O)Nc2cccnc2)c(Cl)cc1Cl	5	0	-4	-5	2	2	-10	9	2
CCCc1cc(=O)n2[nH]c(-c3ccc(C)cc3)cc2n1	0	4	9	-1	-2	11	-19	6	12
N#Cc1ccc(CN2CCN(C(=O)c3ccccc3)CC2)c(Cl)c1	7	-1	-5	3	-4	3	7	4	22
NC(=O)c1c(NC(=O)CSc2nc3c(c(C(F)(F)F)n2)CCc2ccccc2-3)sc2c1CCCC2	0	2	-8	9	0	0	-4	1	22
CN(C)CCCNC(=O)c1cc2sc3ccccc3c2s1	2	-1	-3	-13	-1	-2	-6	2	-5
Cc1cccc(C(=O)NCCC(=O)Nc2ccc(F)c([N+](=O)[O-])c2)c1	0	6	9	4	3	7	-7	7	-2
CCc1ccccc1-n1nnc(-c2ccccc2)n1	2	8	3	-5	3	5	-15	3	-23
CCCCN1CC(O)=C(c2nc3ccccc3[nH]2)C1=N	0	1	-6	1	-1	1	-10	11	6
COc1ccc(C2C(C(=O)Nc3ccccn3)=C(C)Nc3ncnn32)c(OC)c1 (configuration not stated)	4	-4	-3	11	2	2	1	-2	-5
CCOc1ccc(N/C(C)=C/C(=O)c2ccc3c(c2)OCCO3)cc1	4	6	-1	3	-1	6	-11	-3	8
COc1ccc(N2CC(O)(c3ccc(F)cc3)[N+]3=C2CCCC3)cc1 (configuration not stated)	4	6	3	-3	2	1	8	6	-8
COc1ccc(N2CCN(CCNC(=O)Nc3ccc(C)c(Cl)c3)CC2)cc1	3	14	2	2	5	1	-1	8	39
O=C(CN1CCN(C2CCCCC2)CC1)c1c[nH]c2ccccc12	3	3	-6	-4	1	-5	-17	11	5
CC(C)CC(=O)Nc1ccc(C(=O)CN2C(=O)NC3(CCOc4ccccc43)C2=O)cc1 (configuration not stated)	-3	-5	9	3	-2	-2	-12	-3	7
CCOc1ccc(S(=O)(=O)N2CCCC(C(=O)NCc3cccnc3)C2)cc1Cl (configuration not stated)	5	2	-8	-12	1	-2	2	5	-7
COc1ccc(S(=O)(=O)Nc2cc3c4c(c2)CCN4C(=O)CC3)cc1OC	7	1	8	1	-1	5	4	8	6
CCCCC(=O)NC1=C(C(=O)OC)SCC1	1	1	0	2	-2	0	-6	2	12
C=CCCCCCCCCC(=O)NN	6	0	6	0	1	4	7	-3	-20
CCC(O)(C(=O)Nc1ccccc1C(F)(F)F)c1ccccc1OC (configuration not stated)	-2	-3	5	.	3	3	13	-5	5
O=C(CN1C(=O)NC2(CCCc3ccccc32)C1=O)NCC(F)(F)F (configuration not stated)	2	-6	1	-4	-1	5	-6	8	1
CCCCCCSc1cc(-c2nc3ccc(Cl)cn3c2NC2CCCCC2)ccc1OC	-5	-4	1	4	1	1	-3	6	-7
OCCN(CCO)CC(O)CN(c1ccccc1)c1ccccc1 (configuration not stated)	4	7	8	2	1	3	-2	11	11
Cc1noc(NS(=O)(=O)c2ccc(NC(=O)c3ccccc3NS(=O)(=O)c3ccc(F)cc3)cc2)c1C	2	.	1	.	.	12	.	11	-2
Cc1ccccc1NC(=O)CN1CCN(C(=O)c2ccco2)CC1	2	1	4	-6	-1	-2	-1	10	14
O=c1cc(Nc2ccc3c(c2)OCCO3)[nH]c(=O)n1Cc1ccc(F)cc1	-6	-1	0	-13	-1	-2	-18	4	14
O=C(Cc1ccc(Cl)cc1)NNc1c(F)c(F)cc(F)c1F	4	-1	-2	-2	1	3	0	-2	-1
CC(C)(C)C(=O)N1CCN(c2ccc([N+](=O)[O-])cc2Cl)CC1	1	7	3	7	2	9	12	1	11
[2H]C(CCOS(N)(=O)=O)c1ccccc1 (configuration not stated)	-5	7	-10	8	0	2	8	-1	15
NC(=O)COC(=O)CCCc1nc2ccccc2s1	3	0	-3	10	-1	7	-13	0	4

Rewritten field by field: entries from further up
Compound: CCCCN1CC(O)=C(c2nc3ccccc3[nH]2)C1=N
  PAFAH1B2 FP inh = 0
  LYPLA2 counter = 1
  PAFAH2 inh = -6
  EBNA-1 inhibitor = 1
  LYPLA1 counter = -1
  pPAFAH FP inh = 1
  ZTA counter = -10
  PAFAH1B3 inh = 11
  PREPL inhibitor = 6

Compound: COc1ccc(C2C(C(=O)Nc3ccccn3)=C(C)Nc3ncnn32)c(OC)c1 (configuration not stated)
  PAFAH1B2 FP inh = 4
  LYPLA2 counter = -4
  PAFAH2 inh = -3
  EBNA-1 inhibitor = 11
  LYPLA1 counter = 2
  pPAFAH FP inh = 2
  ZTA counter = 1
  PAFAH1B3 inh = -2
  PREPL inhibitor = -5

Carrying on:
SMILES	PAFAH1B2 FP inh	LYPLA2 counter	PAFAH2 inh	EBNA-1 inhibitor	LYPLA1 counter	pPAFAH FP inh	ZTA counter	PAFAH1B3 inh	PREPL inhibitor
O=C(CN1CCN(c2ccccc2)CC1)Nc1ccncc1	4	3	3	-15	3	4	-13	6	-4
O=C(CNC(=O)c1nc[nH]c1C(=O)NCc1ccccc1)OCc1ccccc1	8	1	4	0	-3	35*	-5	14	-10
COC(=O)c1noc(C)c1-c1ccnn1C(=O)c1ccc(Cl)cc1	0	-4	-2	-3	-1	-12	-12	-5	2
Cc1ccc(N2CC(C(=O)NC3=NCCS3)CC2=O)cc1 (configuration not stated)	0	-1	-7	-3	-4	4	9	8	-5
O=C1CC(Sc2nnnn2C2CCCCC2)C(=O)N1c1ccccc1 (configuration not stated)	2	-1	2	1	0	7	7	0	11
COc1ccccc1-c1nc(SCC(=O)N2CCC(C(N)=O)CC2)n[nH]1	-4	6	-4	.	3	5	9	3	7
O=C(Cn1cnc2c(OCc3ccccc3)ncnc21)NCC1CCCO1 (configuration not stated)	2	.	7	.	.	0	.	3	6
O=C(CN1C(=O)NC2(CCCC2)C1=O)Oc1ccc2ccc(=O)oc2c1	2	-1	-5	.	1	-7	-17	3	14
CCn1cc(/C=N/O)c(C)n1	1	-4	-2	-6	-2	-8	6	7	7
CC(C)NC(=O)c1ccccc1NC(=O)C(C)Oc1ccccc1 (configuration not stated)	-3	-5	-3	-4	-1	8	-3	2	3
Cc1cc(C)c(S(=O)(=O)N2CCCc3ccccc32)c(C)c1	6	1	-2	4	4	6	1	1	-3
Cc1cc(C(F)(F)F)nn1CC(=O)Nc1ccc(Br)c2cccnc12	3	6	1	5	2	2	2	-2	-5
COc1ccccc1CNC(=O)C(C)Oc1ccccc1 (configuration not stated)	-3	-6	5	1	-1	1	-12	-1	14
CC(C)[C@H](NC(=O)c1ccc(Cl)cc1)C(=O)OCC(=O)N1CCN(c2ccccc2)CC1	1	.	2	.	.	3	.	3	40
COc1ccc(-c2[nH]nc(-c3ccccc3)c2-c2nc3ccccc3[nH]2)cc1	5	-7	-4	-9	-6	3	-9	-24	29
Cc1ccc2oc(=O)cc(CN3CCC(C)CC3)c2c1	21	11	2	-3	4	1	3	7	13
N#Cc1ccc(CSc2nnc(-c3cccs3)n2-c2ccccc2)cc1	15	15	-6	0	-2	3	5	0	32
CCS(=O)(=O)Nc1ccc(C(=O)CC2(O)C(=O)Nc3ccccc32)cc1 (configuration not stated)	5	-2	9	3	-1	2	10	15	-1
O=C(Nc1ccc2c(c1)C(=O)NC2=O)c1ccc(Cl)s1	-44	-9	-56	10	0	-2	8	-67	4
Cc1ccc(SC(C)C(=O)Nc2ccccc2C(=O)N2CCOCC2)cc1 (configuration not stated)	2	7	-2	3	4	2	0	9	2
O=C(Oc1ccc2c(=O)c(Oc3ccc4ccccc4c3)coc2c1)c1cncc(Br)c1	0	-1	8	-26	-3	-4	-14	5	5
CCOC(=O)c1c(NC(=O)c2ccco2)sc2c1CCCC2	-1	4	-9	-13	4	1	-26	1	12
C=CCn1c(SCC(=O)Nc2cc3oc4ccccc4c3cc2OC)nnc1-c1cnccn1	0	-5	-4	-9	-3	-2	2	1	12
CC1CCN(S(=O)(=O)c2cnc[nH]2)CC1	5	1	-6	11	4	-2	-3	-2	11
O=C(/C=C/c1ccco1)N1CCN(S(=O)(=O)/C=C/c2ccccc2)CC1	1	-3	2	3	2	9	18	6	-24
CCCCCn1c(=NC(=O)c2ccco2)c(C(=O)OCC)cc2c(=O)n3ccccc3nc21	-5&5	3	1&-5	-4	3	7	-18	2&7	12
COc1ccc(/C=C/C(=O)c2ccc3c(c2)OCO3)cc1OC	2	-4	-3	.	1	0	0	4	3
COc1ccc(C2=NOC(C(=O)N3CCN(C(=O)c4ccco4)CC3)C2)cc1OC (configuration not stated)	5	6	1	-3	0	-3	-6	6	7
O=C(O)CCCNS(=O)(=O)/C=C/c1ccccc1	-4	4	0	-7	0	4	12	-1	0
CCOC(=O)c1c(C)n(C)c2ccc(OCC(N)=O)cc12	7	-1	-5	0	4	2	-7	7	0
CCCCn1nc(C(=O)N[C@@H](CCSC)c2nc3ccccc3[nH]2)c2ccccc2c1=O	3	0	5	3	1	1	-2	7	-24
NC(=S)Nc1cccc2cnccc12	3	-4	6	6	5	5	6	10	10
COc1cc(-c2noc(CCCC(=O)NCc3ccccc3)n2)cc(OC)c1OC	4	6	7	-19	-1	-5	2	6	1
O=C(CN1C(=O)c2cccc3cccc1c23)NC1CCCCC1	2	4	0	-11	-1	2	1	6	0
COc1ccc(Cl)cc1C(=O)NNC(=O)c1[nH]c(C)c(C(C)=O)c1C	-2	.	5	.	.	54*	.	10	14
NS(=O)(=O)c1cccc(NC(=O)c2ccccc2NS(=O)(=O)c2ccc(F)cc2)c1	5	2	42*	2	3	9	-22	-1	11
COC(=O)CCCC1=CC2=CC(=O)C(C)(OC(=O)c3cccs3)C(=O)C2=CN1CCCOC(C)C (configuration not stated)	-1	1	-2	-6	3	11	2	-4	0
CCc1cccc(CC)c1NC(=O)c1cccc(NC(=O)c2ccccc2)c1	-1	-3	-5	6	-4	12	-4	0	7
Cc1ccc(NC(=O)CCN2C(=O)c3ccccc3C2=O)c(C)c1	5	-1	-11	-3	-3	1	0	1	-10
O=C(CSCc1ccccc1)Nc1cc([N+](=O)[O-])ccc1F	4	6	12	-10	-6	11	0	-5	2
CN(C(=O)c1ccc(Oc2ccc([N+](=O)[O-])cc2)cc1)C1CCCCC1	1	6	5	9	4	7	1	12	40
COC(=O)c1cc2cc(OC)ccc2n1C	6	-1	-4	.	-1	1	-13	-3	2
CC(=O)N1CCOc2ccc(S(=O)(=O)N3C(C)CCCC3C)cc21 (configuration not stated)	-1	4	5	5	2	1	9	9	0
O=S(=O)(/N=C/N1CCOCC1)c1ccc(Cl)cc1	5	2	-9	7	-3	2	-5	-3	-2
COc1cc(C2C3=C(CC(C)(C)CC3=O)OC3=C2C(=O)CC(C)(C)C3)cc([N+](=O)[O-])c1O	6	2	1	3	-2	-3	5	7	9
Cc1ccc(S(=O)(=O)N2CCOCC2)cc1NC(=O)CSc1nnc(N)s1	-9	3	-6	-15	0	-4	4	0	6
COc1ccc(/C=N/NC(=O)c2cccc(S(=O)(=O)N3CCCC3)c2)cc1O	6	4	2	.	-2	2	-4	-2	-1
C=CC[C@H](CC(=O)N(CCO)Cc1ccccc1)C(=O)N[C@@H](COC(=O)[C@@H](CC=C)Cc1ccc(F)cc1)Cc1ccccc1	7	.	-3	.	.	4	.	3	-14
Cc1c(C(=O)NCCCN2CCOCC2)sc2nc(-c3ccc(F)cc3)cn12	2	8	-1	6	-1	5	-1	14	-11
Cc1ccc(S(=O)(=O)N2CCN(c3ncccn3)CC2)c(C)c1	2	6	-1	-12	2	1	-18	4	-19
